KCNQ2 inh: KCNQ2 potassium channel inhibitors, primary screen, cell-based, CHO-K1, FluxOR thallium flux, B-score (AID 2156); O88943; 20 min; active compounds read low; B-score at 10 µM; 1.1% of 310,000 active;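 active means fluorescence ratio B-score at most minus 3 library SDs, with starting brightness B-score within 2 library SDs, cut at about -5.5 in these data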
Target sequence (O88943 whole entry, looked up): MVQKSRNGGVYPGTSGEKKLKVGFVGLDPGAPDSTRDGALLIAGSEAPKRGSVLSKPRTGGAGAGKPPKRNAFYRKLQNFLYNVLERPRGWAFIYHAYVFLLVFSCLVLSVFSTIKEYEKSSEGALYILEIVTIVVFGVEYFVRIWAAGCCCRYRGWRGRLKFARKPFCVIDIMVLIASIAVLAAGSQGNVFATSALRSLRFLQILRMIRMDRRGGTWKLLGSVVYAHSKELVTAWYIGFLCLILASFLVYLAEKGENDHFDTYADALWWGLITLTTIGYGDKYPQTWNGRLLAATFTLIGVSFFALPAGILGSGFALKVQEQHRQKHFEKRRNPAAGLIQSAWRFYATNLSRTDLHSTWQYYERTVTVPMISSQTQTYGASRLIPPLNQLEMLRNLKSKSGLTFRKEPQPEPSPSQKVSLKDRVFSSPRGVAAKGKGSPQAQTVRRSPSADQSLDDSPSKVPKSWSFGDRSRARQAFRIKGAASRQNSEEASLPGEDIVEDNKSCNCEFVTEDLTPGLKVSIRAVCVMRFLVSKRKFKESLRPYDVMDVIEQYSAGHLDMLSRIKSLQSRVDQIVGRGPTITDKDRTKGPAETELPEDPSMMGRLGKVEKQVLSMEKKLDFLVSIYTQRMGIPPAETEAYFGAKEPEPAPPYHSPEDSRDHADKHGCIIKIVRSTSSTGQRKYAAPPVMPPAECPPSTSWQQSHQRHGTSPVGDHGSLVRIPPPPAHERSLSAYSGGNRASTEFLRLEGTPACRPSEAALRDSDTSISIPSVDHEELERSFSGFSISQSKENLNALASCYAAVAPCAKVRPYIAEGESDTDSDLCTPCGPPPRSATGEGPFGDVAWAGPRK
Kir21 block: Kir2.1 (mouse) channel inhibition. 0.85% of 310,000 active. P35561. AID 1672. HEK293-Kir2.1, FluxOR thallium flux fluorescence; active compounds read low. B-score at 10 µM;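 active means fluorescence ratio B-score at or below minus 3 SD of library scores, with starting-brightness B-score within 2 SD, cut at about -4.2 in these data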;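 further: channel flux triggered by added potassium and thallium sulfate stimulus; B-score of peak minus minimum fluorescence over baseline after thallium stimulus; more negative B-score means stronger Kir2.1 block with less thallium influx; some compounds called inactive have numbers as strong as hits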
The depositor's hits bear a star; i = inactive. Random draw from the library. Share with any hit: about 1.8%.

KCNQ2 inh | Kir21 block | SMILES
i | -3.6 | COc1ccc(C2=NN(C(=O)CCC(=O)O)C(c3ccc(F)cc3)C2)cc1 (stereo not given)
i | 0.43 | O=C(NC1CCCCCC1)C1CC(=O)N(Cc2ccccc2)C1 (stereo not given)
i | -2.1 | CCOCCCNC(=S)N1C2CCC1CC(NC(=O)NC1CCCCC1)C2 (stereo not given)
i | -0.1 | CC(C)C(=O)NNC(=O)c1ccccn1
i | 0.12 | Cc1cc(/C=N/N2CCN(C)CC2)c(C)n1-c1ccccc1F
i | 0.38 | C=CCNS(=O)(=O)c1ccc2nsnc2c1
i | 0.39 | CCOC(=O)c1c(O)c2c([nH]c1=O)CCCC2
i | 0.95 | CCN(Cc1ccncc1)C(=O)c1ccccc1NS(=O)(=O)c1ccc(Br)cc1
i | -0.04 | CC(=O)CSc1nc2ccccc2o1
i | 1.1 | COc1ccc(C2=CC3=CC(=O)C(C)(O)C(=O)C3=CO2)cc1 (stereo not given)
i | 0.07 | CCOc1ccc(C(C)=O)cc1CSc1nc2nc(C)cc(C)n2n1
i | -0.76 | O=C(O)CCN(CCC(=O)O)c1nnc(SCc2ccccc2)s1

The results go on:
KCNQ2 inh | Kir21 block | SMILES
i | -0.02 | COc1cccc(SCC2(O)CCN(C(=O)c3ccc(Cl)cc3)CC2)c1
i | 0.51 | Nc1nnc(Cc2ccccc2F)s1
i | -0.41 | O=C(CCC1CCCN(C(=O)c2cccc(F)c2)C1)N1CCN(c2ccccn2)CC1 (stereo not given)
i | -0.18 | CC(C)C(=O)NC(c1ccc(Cl)cc1Cl)c1ccc2cccnc2c1O (stereo not given)
i | -0.92 | Cc1cc(C)c2nc(N3CCC(C(=O)NCc4cccnc4)CC3)sc2c1
i | 0.39 | CCCSc1nc(N2CCOCC2)c2c(c1C#N)CC(C)(C)SC2
i | 0 | O=C(Nc1ccc(N2CCOCC2)cc1)C1CCCN(S(=O)(=O)c2ccccc2)C1 (stereo not given)
i | 0.53 | CCN(CC)c1ccc(NC(=O)C(C)C)cc1
i | 0.34 | CCOc1ccc(OCC)c(NC(=O)CC2Oc3ccccc3NC2=O)c1 (stereo not given)
i | -1.9 | CC(C)CC(=O)NS(=O)(=O)c1ccc(NC(=O)c2ccco2)cc1
i | -0.01 | Cn1c(COc2ccc([N+](=O)[O-])cc2)nnc1SCC(=O)NCC1CCCO1 (stereo not given)
i | -0.5 | Cc1cccc(NC2=CC(=O)OC(C)C2)c1 (stereo not given)

Carrying on.
KCNQ2 inh | Kir21 block | SMILES
i | 0.67 | COc1ccc(C(CC(=O)O)NC(=O)COc2ccccc2)cc1OC (stereo not given)
i | -0.27 | COc1ccc(-c2c(NC(=O)c3ccco3)oc3ccccc3c2=O)cc1OC
i | -0.31 | Cc1ccccc1C(=O)NNC(=O)C(=O)Nc1cccc(Cl)c1C
i | 1.6 | Cc1cc(C)n(CC(=O)N2c3ccccc3Sc3ccc(C(F)(F)F)cc32)n1
i | 1.2 | Cc1cccc(OCC(=O)Nc2nnc(S(=O)(=O)N3CCCCCC3)s2)c1
i | 0.2 | COc1ccc(C(=O)Nc2nncs2)c(OC)c1
i | 0.04 | Cc1ccc(C)c(Cn2c(=O)n(CCCC(=O)NCc3ccco3)c(=O)c3ccccc32)c1
i | 0.42 | Cc1cc(C)c(C(=O)NNC(=O)c2cccnc2)c(C)c1
i | 0.03 | Cc1cccc(NC(=O)c2oc(=O)c3ccccc3c2-c2ccccc2)c1C
i | 0.66 | c1ccc(-c2cc3c(N4CCN(c5ncccn5)CC4)ncnc3s2)cc1
i | -0.92 | O=C(COC(=O)c1ncc(Cl)c(Cl)c1Cl)NC(=O)NCc1ccccc1
i | 1.3 | Cc1ccc(-n2c(C)cc(C(=O)CSc3nnnn3C)c2C)cc1

The results go on.
KCNQ2 inh | Kir21 block | SMILES
i | -1.6 | COc1ccc(N2CCN(C3CCCN(S(=O)(=O)c4ccc(C)cc4C)C3)CC2)cc1 (stereo not given)
i | 1.9 | CC1CN(Cc2nc3c(c(=O)[nH]c(=O)n3C)n2CC(N)=O)CC(C)O1 (stereo not given)
i | 0.01 | CCOC(=O)c1c(-c2ccco2)csc1NC(=O)COC(=O)c1cnc(C)cn1
i | -1.9 | COc1cc(OC)cc(N2C(=O)CSCC2=O)c1
i | 1.4 | Cc1ccn(CC(=O)N2CCCC(C(=O)c3cccc4ccccc34)C2)n1 (stereo not given)
i | 0.36 | COc1cccc(/C=N/NC(=O)C(=O)N2CCCCCC2)c1OC
i | 0.15 | Cc1cccc(OCCn2cnc(Cl)c2Cl)c1
i | -0.06 | COc1ccccc1-n1nnnc1SCC(=O)NC1CCCCC1
i | -1.6 | CS(=O)(=O)N(CC(=O)NCc1ccccc1Cl)C1CCCCC1
i | -1.9 | Cc1ccc(Cn2c(C(=O)NCCCN3CCOCC3)cc3sccc32)cc1
i | 1.6 | COc1ccc(/C=C/C(=O)NC(=S)NNC(=O)c2cccs2)cc1
i | 0.25 | CC1CCN(S(=O)(=O)c2ccc3c(c2)c(=O)c(C(=O)N2CCOCC2)cn3C)CC1

Single values from the results shown:
CC1CN(Cc2nc3c(c(=O)[nH]c(=O)n3C)n2CC(N)=O)CC(C)O1 (stereo not given) in Kir21 block = 1.9
COc1cc(OC)cc(N2C(=O)CSCC2=O)c1 in Kir21 block = -1.9
CCOC(=O)c1c(-c2ccco2)csc1NC(=O)COC(=O)c1cnc(C)cn1 in Kir21 block = 0.01
CS(=O)(=O)N(CC(=O)NCc1ccccc1Cl)C1CCCCC1 in Kir21 block = -1.6

(further entries)
KCNQ2 inh | Kir21 block | SMILES
i | -0.96 | O=c1c2c3c(sc2n(CCN2CCCC2)c(=O)n1Cc1ccccc1)CCCCC3
i | 0.03 | COCCCNC(=S)Nc1ccccc1[N+](=O)[O-]
i | -0.25 | O=C(Cn1ccccc1=O)c1ccc(Cl)cc1
i | -0.03 | Cc1ccc(C(=O)CC(C(=O)O)n2cnc([N+](=O)[O-])n2)cc1 (stereo not given)
i | 0.62 | O=c1c2cccc3c2c(nn1CN1CCOCC1)-c1ccccc1-3
i | -0.71 | CCCCCCCCN1[C@@H](CC(=O)OCC)c2cc(F)ccc2S1(=O)=O
i | 0.62 | O=C(O)CC(c1cccc(C(F)(F)F)c1)N1CCS(=O)(=O)CC1 (stereo not given)
i | 1.4 | Clc1ccc(Cl)c2sc(N3CCOCC3)nc12
i | 0.82 | Cc1cccc(C)c1N=Cc1c(O)n(-c2nccs2)c(=O)c2ccccc12
i | 0.51 | CC(C)(C)NC(=O)C(c1ccncc1)N(Cc1cccs1)C(=O)c1csnn1 (stereo not given)
i | -1.4 | CN1C[C@@H]2C(c3ccccc3)C3(c4cccnc4)CC2(C3)[C@H]1c1ccccc1 (stereo not given in full)
i | 0.27 | CCC(C)(C)NCC(=O)Nc1ccc(OC(F)(F)F)cc1

Shown with two lines to a compound: part of the list above
Order of values: KCNQ2 inh | Kir21 block
- O=C(O)CC(c1cccc(C(F)(F)F)c1)N1CCS(=O)(=O)CC1 (stereo not given)
 : i | 0.62
- Clc1ccc(Cl)c2sc(N3CCOCC3)nc12
 : i | 1.4

The listing continues.
KCNQ2 inh | Kir21 block | SMILES
i | -0.91 | CCN(CC)c1ccc(NC(=O)COC(=O)COc2ccccc2[N+](=O)[O-])cc1
i | -0.31 | Cn1cc(Br)c(C(=O)N/N=C/c2cccc(OC3CSC3)c2)n1
i | -0.67 | O=c1c2c(nc3cc(-c4cccc(Cl)c4)[nH]n13)CCC2
i | 0.55 | COc1ccc(NC(=O)c2ccc(COCC(F)(F)C(F)F)cc2)cc1OC
i | -0.44 | Cc1ccccc1CN1CCN(CC(=O)NCc2ccccc2)C1=O
i | 0.12 | Cc1cccc(C(=O)Oc2csc(=S)n2C(=O)c2cccc(C)c2)c1
i | -0.15 | Cc1ccc(S(=O)(=O)Nc2ccc(S(=O)(=O)NC(C)(C)C)cc2)cc1
i | 0.3 | O=C(c1ccccc1Br)N1CCN(c2ccccn2)CC1
i | -1.1 | CCCc1cnc(N2CCN(C(=O)c3c(-c4ccccc4)noc3C)CC2)nc1
i | -0.61 | CCSc1nc(N)c(NC(=O)c2ccc(Br)o2)c(=O)[nH]1
i | 0.67 | CCOc1cc(OCC)nc(S(C)(=O)=O)n1
i | -0.43 | CN1CCN(c2cc(C(F)(F)F)nc3ccc(F)cc23)CC1

Following part:
KCNQ2 inh | Kir21 block | SMILES
i | 0.14 | COc1cc(NC(=O)c2ccccc2)cc(OC)c1
i | -1.3 | COc1ccccc1Nc1ncnc2c1c(C)c(C)n2CCCN(C)C
i | 0.66 | COc1ccc(CCn2c(=N)c(C(=O)NCCN3CCOCC3)cc3c(=O)n4ccccc4nc32)cc1OC
i | 0.36 | Cc1nc(NC(C)c2ccccc2)c2c3c(sc2n1)CCC3 (stereo not given)
i | -0.11 | CCOc1ccc(N2C(=O)Nc3ccccc3C2(O)C(=O)NCc2ccccc2)cc1 (stereo not given)
i | -0.09 | COc1ccc(F)cc1S(=O)(=O)NCC1CCCO1 (stereo not given)
i | 3.4 | CCOc1ccc(C2/C(=C(/O)c3ccc4c(c3)CC(C)O4)C(=O)C(=O)N2CC2CCCO2)cc1 (stereo not given)
i | -0.6 | COc1cccc(NC(=O)NNC(=O)C(C)Oc2ccc3ccccc3c2)c1 (stereo not given)
i | -1 | COc1cc(/C=N/N=C2/NC(=O)C(CC(=O)O)S2)ccc1OCc1cccc(Cl)c1 (stereo not given)
i | 2.1 | CCN1CCN(CCCNC(=O)c2ccc(NC(=O)C3=C(C)OCCS3)cc2)CC1
i | -3.1 | Cn1cccc1Cc1nnc(SCC(=O)NCc2ccc(F)cc2)n1-c1ccc(F)cc1
i | 0.32 | CS(=O)(=O)N1CCC(C(=O)N2CCN(Cc3ccccc3)CC2)CC1

Continuation:
KCNQ2 inh | Kir21 block | SMILES
i | -0.72 | CCOc1ccc(S(=O)(=O)N2Cc3ccccc3CC2C(=O)NCCCn2ccnc2)cc1 (stereo not given)
i | -1.4 | Cc1ccc(NC(=O)C(OC(=O)c2ccccc2Cl)c2ccccc2)cc1Cl (stereo not given)
i | -0.18 | CN(C)CCCCNCCCNC(=O)/C=N\O
i | 0.17 | COc1ccc(CCN2CCCn3c2nc2c3c(=O)n(Cc3ccccc3F)c(=O)n2C)cc1OC
i | 0.68 | Cc1nc2sc(C(c3ccccc3)N3CC(C)OC(C)C3)c(O)n2n1 (stereo not given)
i | -0.17 | O=[N+]([O-])c1cc(Cl)cc(/C=N/Nc2nc3ccccc3s2)c1O
i | -0.64 | Cc1ccc(S(=O)(=O)N2CCN(C(=O)c3ccc(OCc4c(C)noc4C)cc3)CC2)cc1
i | -6.1 | O=C(CCl)N1c2ccccc2OCC1c1ccccc1 (stereo not given)
i | 0.66 | O=C(CSc1nccc(=O)[nH]1)NC1CCCc2ccccc21 (stereo not given)
i | 0.09 | CC1(C)CN(c2ccc(F)cc2)C1=O
i | 1.3 | Cc1cc(-c2nc3ccccc3[nH]2)ccc1N
i | -0.02 | COc1cccc(N2CCN(CC(=O)c3c[nH]c4ccc(OC)cc34)CC2C)c1 (stereo not given)

(cont.)
KCNQ2 inh | Kir21 block | SMILES
i | 1 | CCOC(=O)N1CCN(C2CC(=O)N(c3ccc(Cl)c(Cl)c3)C2=O)CC1 (stereo not given)
i | -0.04 | Cc1cccc(C)c1NC(=O)C1CCCN1C(=O)NCc1ccccc1 (stereo not given)
i | 0.63 | COc1ccccc1-n1cnc2cc(NS(=O)(=O)c3ccc(Br)cc3)ccc21
i | 0.02 | Cc1ccc(SC(C)C(=O)NC(N)=O)c(C)c1 (stereo not given)
i | 0.7 | CC(=O)N(C)c1ccc(N=NC2C(=O)N(C(N)=S)N=C2C)cc1 (stereo not given)
i | -2.6 | CN(C)CCN(Cc1ccccc1)S(=O)(=O)c1ccc2c(c1)n(C)c(=O)c(=O)n2C
i | 1.1 | CC(=O)c1ccc(C(=O)N2CCc3c([nH]c4ccccc34)C2c2ccccn2)s1 (stereo not given)
i | -0.28 | COc1ccc(C(=O)NC(=S)N2CCCCC2c2cccnc2)cc1OC (stereo not given)
i | 0.23 | O=C(O)c1ccc(N2N=C(c3ccccc3)CC2c2ccccc2)cc1 (stereo not given)
i | 0.03 | O=C(CSc1nnc(NC(=O)c2ccccc2)s1)NCc1ccco1
i | 2.1 | CCN1CCN(CCCNC(=O)c2cc3c(=O)oc4ccc(C)cc4c3s2)CC1
i | -0.07 | COc1ccc(NC(=O)COC(=O)CCCOc2ccc(Cl)cc2Cl)cc1

(continued)
KCNQ2 inh | Kir21 block | SMILES
i | 2.5 | COc1ccc2c(c1[N+](=O)[O-])CCC/C2=N/OC(=O)c1cccc2ccccc12
i | 1.4 | CN1C(=S)SC(C)(C)C1(C)NO (stereo not given)
i | -5.2* | N#CC(c1ccccc1)C1CCN(Cc2ccccc2)CC1 (stereo not given)
i | -0.58 | COc1ccc(C(=O)Nc2cccc(/C=C/c3nc4ccccc4c(=O)[nH]3)c2)cc1
i | -0.49 | CC(C)(C)CC(C)(C)NC(=O)CSCC(=O)Nc1ccc2ccccc2c1
i | 0.18 | COCCNC(=O)C(NC(=O)C1CCCCC1)C(C)C (stereo not given)
i | 0.68 | CC(C)NC(=O)C(=O)NCCc1ccc(Cl)cc1
i | -0.31 | Cc1cc(C)c2c(CC(=O)N3CCCC3)coc2c1
i | -1.9 | CCN1C(=O)/C(=C\C(=O)c2cccs2)c2cc(Br)ccc21
i | -2.1 | CCS(=O)(=O)N1CCN(C(=O)c2cccnc2)CC1
i | 0.38 | COc1ccc(CC(=O)N/N=C(/C)c2ccco2)cc1

Whole records, quoted from the list. Screens in order: KCNQ2 inh | Kir21 block
Profile of `N#CC(c1ccccc1)C1CCN(Cc2ccccc2)CC1` (stereo not given) → i | -5.2*
Profile of `Cc1cc(C)c2c(CC(=O)N3CCCC3)coc2c1` → i | -0.31
Profile of `COc1ccc(CC(=O)N/N=C(/C)c2ccco2)cc1` → i | 0.38
Profile of `CCN1C(=O)/C(=C\C(=O)c2cccs2)c2cc(Br)ccc21` → i | -1.9
Profile of `CN1C(=S)SC(C)(C)C1(C)NO` (stereo not given) → i | 1.4

From PubChem
